Bioassay records: PubChem BioAssay, National Center for Advancing Translational Sciences (NCATS)
Tau fil binding: binds recombinant human tau filaments; AID 596; Potency, µM (highest dose often 57.1 µM), inactives show at the highest dose activity change, negative = inhibition; recombinant tau filaments, thioflavin S fluorescence, 15 h; filaments grown with octadecylsulfate alongside compound; 71,000 tested, 2% active;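 further: potency means the concentration at half of the fitted maximal effect; on the % scale 0 is the no-effect control and ±100 the full control effect; actives lower thioflavin S fluorescence by blocking filaments or displacing dye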
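Read-out: ThS fluorescence, 450 nm excitation/510 nm emission; lower signal marks blocked filament formation or displaced dye. Tau at 1 uM with 30 uM ODS, 10 uM ThS, 5 mM DTT, 100 mM NaCl, 10 mM HEPES pH 7.4; 15 h, 37 C.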
Luciferase inh: blocks Photinus pyralis firefly luciferase activity; AID 411; 72,000 tested, 2.2% active; purified firefly luciferase, luminescence, 8 min; P08659; Potency, µM (titrated, usually from 57.1 µM), without a hit: at the highest dose activity change, negative = inhibition, actives largely listed as inhibitors; further: potency means the concentration at half of the fitted maximal effect; on the % scale 0 is the no-effect control and ±100 the full control effect; nearly all actives have a fitted effect of over 40% in size
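Titration-based qHTS; buffer 50 mM imidazole pH 7.2, 50 mM KCl, 7 mM MgCl2, 10 uM ATP, 0.01% Tween 20, 0.05% BSA; luciferase/luciferin detector mix added after compound; 8 min, ambient; luminescence.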
HEK293 cAMP ctrl: parental HEK293 cAMP activation (counter-screen) | 73,000 tested, 2.5% active | AID 938 | parental HEK293 CNG cAMP sensor, membrane potential fluorescence | Potency, µM (series often up to 57.1 µM), for inactives: at the highest dose activation, hits mostly activators; further: potency means the concentration at half of the fitted maximal effect; % of control where 0% means no effect; nearly all actives have a fitted effect of over 55% in size
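Counterscreen for endogenous-receptor signalling: CNG-channel HEK 293 cells report cAMP rise by membrane depolarization. After 60 min dye equilibration with 100 uM RO 20-1724, compounds incubated 30 min before bottom-read fluorescence at 590 nm.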
Caspase-1 inhib: allosteric or competitive inhibitors of human caspase-1. AID 900. Caspase-1 enzyme, Ac-WEHD-AFC fluorogenic rate. 75,000 tested, 0.03% active. Potency, µM (series often up to 57.5 µM), without a hit: at the top dose activity change, negative = inhibition, most hits filed as inhibitors;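 further: potency means the concentration at half of the fitted maximal effect; plate controls were vehicle for no effect and no substrate for full effect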
USP2a inh: USP2a (human) protease inhibition; Potency, µM (top dose mostly 38.3 µM), without a hit: at the highest dose activity change, negative = inhibition, hits mostly inhibitors; 60,000 tested, 0.1% active; USP2a enzymatic assay, qHTS inhibition; O75604;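 further: potency means the concentration at half of the fitted maximal effect; nearly all actives have a fitted effect of over 60% in size; plate controls were DMSO for no effect and NEM full inhibition control for full effect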
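Inhibition is measured in a cell-free coupled assay with 20 nM USP2 core, 20 nM Ub-PLA2 and 20 uM NBD C6-HPC, 2.5 h incubation. Activity normalized to NEM control.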
A350 autofl: compounds fluorescent in Alexa 350 spectral region; Compound autofluorescence, 340/450 nm, Alexa 350 dye-equivalents; active compounds read high; max dye-equivalent concentration, M; 59,000 tested, 11% active; AID 590; in the data active means max dye-equivalent concentration above about 10 nM; inconclusive means mostly about 1.1 nM to 9.6 nM
Caspase-7 inhib: blocks human caspase-7 allosterically or competitively; recombinant caspase-7, Ac-DEVD-AFC fluorescence rate; 75,000 tested, 0.02% active; Potency, µM (titrated, usually from 57.5 µM), for the others: at the highest dose activity change, negative = inhibition, hits mostly inhibitors; P55210; active means well fitted inhibition curve with a large enough effect in the main read-out, with a control signal flat, not every such curve was filed as active; inconclusive means small, poorly fitted or top-dose-only effect, or a change in a side signal; further: potency means the concentration at half of the fitted maximal effect; % of control where 0% means no effect
CRE Fsk mod: modulators of forskolin-stimulated CRE signaling in CHO cells; CHO CRE-bla reporter (cAMP response element driving beta-lactamase), forskolin EC10, beta-lactamase ratio; 71,000 tested, 2.5% active; Potency, µM (top dose mostly 38.2 µM), for inactives: at the highest dose activity change, negative = inhibition, usual class: activators; active means well fitted activation curve with a large enough effect in the signal ratio, with a control signal flat, not every such curve was filed as active; inconclusive means small, poorly fitted or top-dose-only effect, or effect the other way, or a change in a side signal; the % refers to the signal ratio; further: potency means the concentration at half of the fitted maximal effect; % of control where 0% means no effect
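Beta-lactamase reporter under a cAMP responsive element in CHO cells; compounds tested in titration series against EC10 NKH 477, 3 h at 37 °C. Read-out: CCF4 FRET ratio 460nm/530nm (excitation 405nm) giving %Activity, fitted to AC50.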
BRCT PPI green: inhibitors of human BRCA1 BRCT-phosphoprotein interaction (green fluorophore). Potency, µM (series often up to 76.9 µM), inactives show top-dose activity change, negative = inhibition, most hits filed as inhibitors. P38398. 75,000 tested, 0.05% active. BRCA1 BRCT-phosphopeptide binding, green fluorescence polarization;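 further: potency means the concentration at half of the fitted maximal effect; plate controls were peptide without protein for full effect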
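Compounds were incubated for 12 min at room temperature with a complex of 100 nM fluorescein-tagged pBACH1 decapeptide and 250 nM His-tagged BRCT protein. Buffer was phosphate pH 7.3 with EDTA, DTT and Tween 20. Disruption of binding lowers the polarization signal.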
BRCT inh red: disrupts BRCA1 BRCT binding to phosphoprotein, red fluorophore readout; Potency, µM (top dose mostly 76.9 µM), without a hit: at the top dose activity change, negative = inhibition, usual class: inhibitors; BRCT-phosphopeptide binding, red fluorescence polarization; P38398; 75,000 tested, 0.03% active; further: on the % scale 0 is the no-effect control and ±100 the full control effect
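Fluorescence polarization: 100 nM His-tagged BRCA1 BRCT with 100 nM TAMRA-labelled phospho-BACH1 decapeptide, phosphate buffer pH 7.3 with 150 mM NaCl, DTT, 0.01% Tween 20; 12 min RT. Binding inhibition seen as FP decrease.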
ERK AVP inh: blocks ERK signaling stimulated by vasopressin | 72,000 tested, 0.99% active | Potency, µM (doses to about 57.5 µM), inactives show top-dose activity, negative = inhibition, usual class: inhibitors | HEK293-V1b, vasopressin-stimulated pERK AlphaScreen; further: potency means the concentration at half of the fitted maximal effect; on the % scale 0 is the no-effect control and ±100 the full control effect; nearly all actives have a fitted effect of over 55% in size
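Overnight-seeded V1b-HEK293 cells in 1% FBS got compound, then vasopressin (25 nM final, 5 min, 37C), then lysis buffer. AlphaScreen detection of phospho-ERK; activity normalized to basal and full-stimulation controls.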
* = called active by the depositor; i = inactive; ? = inconclusive; · = no result given; [ ] = dose if it differs, or a comment. Unless noted, the call rests on the fitted dose curve; in most records, active means well fitted curve in the direction sought with a large enough effect; inconclusive means small, poorly fitted or top-dose-only effect, or another doubt; inactive means no such curve, though single readings can be large; an effect the other way counts as inactive or inconclusive.

SMILES	Tau fil binding	Luciferase inh	HEK293 cAMP ctrl	Caspase-1 inhib	USP2a inh	A350 autofl	Caspase-7 inhib	CRE Fsk mod	BRCT PPI green	BRCT inh red	ERK AVP inh
COC(=O)CSc1nc2ccc(NC(C)=O)cc2s1	3%	-5%	-14%	-5%	3%	i	-7%	10%	-0.8%	-1.2%	-4%
Cc1onc(-c2ccccc2Cl)c1C(=O)Nc1cccc(-c2cn3cccnc3n2)c1	3%	-2%	7%	-1%	30%[activator]	7.7e-07M*	-2%	?	2.5%	-1.5%	-14%
Cc1cccc(NC(=O)c2ccc(S(=O)(=O)N(C)C)cc2)c1	-18%	-18%	?	-3%	·	·	0%	5%	-1.4%	0.4%	·
CC1CCc2nn(CC(=O)NCc3ccco3)cc2C1 (stereo unspecified)	-4%	-1%	4%	-2%	·	·	0%	0%	0.1%	-2.3%	-2%
COC(=O)c1ccccc1NC(=O)CNC(=O)c1ccco1	-26%	?	-15%	0%	18%	i	-2%	-3%	2.1%	-0.8%	-8%
CCN(CC)CCOC(=O)C(c1ccccc1)C1CCCCC1 (stereo unspecified)	·	·	·	-2%	-4%	·	3%	·	-1.6%[3.08 µM]	-0.2%	23%
O=C(c1ccncc1)N1CCC2(CCN(Cc3ccncc3)CC2)CC1	-3%	-1%[11.4 µM]	11%	-3%	4%	i	-1%	1%	-3.5%	-0.4%	2%
CN1C(C)(C)CC(NC(=O)CCC(=O)NC2CC(C)(C)N(C)C(C)(C)C2)CC1(C)C	2%	2%	-1%	0%	0%	i	1%	5%	-0.5%	2.4%	-3%
COc1ccccc1-n1c(SCC(=O)Nc2ccccc2F)nc2[nH]ncc2c1=O	6%	-1%	?	-1%	27%	i	0%	?	1.1%	0.4%	-26%
Cc1ccc(S(=O)(=O)NCc2cn3ccsc3n2)c(C)c1	2%	3%	10%	2%	3%	i	-3%	-2%	0.6%	-0.3%	-16%
O=C(NCc1ccccn1)C1CCN(S(=O)(=O)c2cccs2)CC1	-2%	1%	1%	1%	-2%	?	-2%	?	0.1%	0.1%	-8%
Cc1cc(Cl)ccc1OCCCC(N)=O	-6%	2%	1%	0%	8%	i	2%	?	0.1%	1.4%	-23%
Cc1ccc(C2CC(=O)N3CN(Cc4ccco4)CSC3=C2C#N)cc1 (stereo unspecified)	-20%	-5%	-2%	2%	25%	i	-6%	-1%	-2.4%	1.1%	-10%
Cc1nc2ccccc2c2oc(C(=O)NCc3ccc4c(c3)OCO4)cc12	i	2%	?	-4%	·	·	-4%	20%	12%	-2.6%	?
COCCNC(=O)c1cc2c(-c3ccccc3F)nn(C)c2s1	6%	1%	?	1%	18%	i	-3%	?	-0.5%	-0.5%	18%
COc1ccccc1C(=O)n1nc(-c2ccc(Cl)cc2)nc1N	-10%	1%	10%	-1%	9%	i	-2%	-2%	-7.5%	0.3%	-11%
COc1ccc(C2/C(=C(\O)c3ccc4c(c3)OCCO4)C(=O)C(=O)N2CCCN(C)C)c(OC)c1 (stereo unspecified)	-3%	2%	7%	-3%	5%	i	-4%	?	0.2%	-0.6%	28%
CCCC(=O)Nc1ccc(NC(=O)c2ccccc2Cl)nc1	9%	-15%	-2%	-2%	-7%	?	7%	10%	0.3%	-0.1%	7%
COC(=O)c1ccc(CSc2nnc(SCc3ccc(C(=O)OC)o3)s2)o1	-2%	0%	?	-1%	1%	i	-2%	0%	1.1%	-1.8%	0%
CC(=O)Nc1nonc1NC(=O)CSc1ncn[nH]1	0%	-1%	-3%	1%	-9%	i	0%	0%	-1.7%	1.1%	-6%
Cc1cccc(NC(=O)C(NS(=O)(=O)c2ccc3c(c2)CCC(=O)N3)c2ccccc2)n1 (stereo unspecified)	-6%	-4%	?	0%	28%	i	0%	-23%	0.2%	-0.8%	-26%
CCOC(=O)C1=C(C)NC(C)=C(C(=O)OCC)C1c1cc2ccc(C)cc2[nH]c1=O	12%	0%	?	-20%	12%	1.1e-08M*	-15%	?	-3.4%	-1.4%	-6%
CN1CCN(C(c2cccc(C(F)(F)F)c2)c2nnnn2Cc2ccccc2)CC1 (stereo unspecified)	-16%	-3%	27%	-4%	25%	i	-20%	-5%	-0.5%	0.1%	19%
Cc1ccn2cc(-c3ccc(S(=O)(=O)N4CCOCC4)cc3)nc2c1	177%	-3%	11%	-16%	-4%	·	-1%	11%	1.4%	0.2%	25%
Cc1nc2cnc(N3CCOCC3)nc2n(C[C@H]2CCCO2)c1=O	1%	2%[11.4 µM]	1%	-12%	4%	1.2e-08M*	-22%	?	-0.2%	0.3%	-19%
Cc1c(NC(=O)CSc2ccccc2C(=O)Nc2cccnc2)c(=O)n(-c2ccccc2)n1C	12%	2%	3%[2.29 µM]	0%	-4%	i	1%	?	-0.6%	-0.7%	5%
C=C[C@](C)(O)CCC1C(=C)CC(OC(C)=O)C2C(C)(C)CCCC12C (stereo partly specified)	·	·	·	1%	-13%	·	-4%	·	4.2%	-1.0%	?
CCCC(C)c1nnc(NC(=O)C2CCCO2)s1 (stereo unspecified)	17%	-1%	?	2%	4%	i	1%	-28%	0.0%	0.3%	3%
COc1cccc(C2C(C#N)=C(N)OC(C(C)(C)C)=C2C#N)c1 (stereo unspecified)	-11%	-3%	0%	-3%	1%	?	-2%	-2%	-3.6%	-2.3%	?
CCCn1c(C(C)NC(C)=O)nc2ccccc21 (stereo unspecified)	-3%	2%	-2%	-4%	·	·	2%	1%	-1.2%	-1.4%	·
CCCCCn1c(CN2CCN(Cc3ccccc3)CC2)nc2c1c(=O)n(C)c(=O)n2C	27%	2%	15%	-4%	51%[activator]	i	-4%	?	0.8%	-0.3%	-13%
O=C(c1c[nH]c2ccc(S(=O)(=O)N3CCOCC3)cc2c1=O)N1CCN(c2ccccn2)CC1	-4%	1%	0%	1%	8%	?	4%	-13%	-1.9%	0.0%	-7%
CC(C)CO	-6%	·	35%	-3%	·	·	-1%	-9%	-0.1%	0.5%	7%
CC1CCc2nc(NC(=O)C3CCCO3)sc2C1 (stereo unspecified)	-8%	13µM*	-2%	0%	13%	i	-2%	14%	0.6%	-0.3%	-11%
CC(Sc1ccccc1)C(=O)Nc1ccc(S(=O)(=O)N2CCOCC2)cc1 (stereo unspecified)	0%	-1%	-1%	-2%	8%	i	0%	-12%	-1.6%	-1.2%	-9%
CSc1ccccc1C(=O)N1CCOCC1	4%	1%	3%	-2%	-7%	i	0%	-9%	-2.3%	0.0%	-11%
COc1ccc(S(=O)(=O)N2CCC(C(=O)N3CCOCC3)CC2)cc1	13%	2%	-1%	-1%	2%	·	0%	-4%	-0.7%	2.0%	-5%
O=C1c2ccccc2C(O)(O)[C@@]1(O)[C@]1(O)C(=O)c2ccccc2C1(O)O	-1%[11.4 µM]	1%[11.4 µM]	6%[11.4 µM]	-1%[11.5 µM]	·	i	-2%[11.5 µM]	12%[7.6 µM]	1.2%[15.4 µM]	-0.9%[15.4 µM]	26%[11.5 µM]
O=C(O)c1cccc(S(=O)(=O)NCCO)c1	1%[11.4 µM]	4%[11.4 µM]	16%[11.4 µM]	-1%[11.5 µM]	·	i	2%[11.5 µM]	5%[7.6 µM]	1.1%[15.4 µM]	1.5%[15.4 µM]	2%[11.5 µM]
O=C(c1cccs1)c1coc2ccc(O)c(CN3CCOCC3)c12	-12%	0%	16%	1%	30%[activator]	i	1%	14%	-5.4%	-3.0%	-9%
CN(Cc1ccccc1)c1nc2c(c(=O)[nH]c(=O)n2C)n1CCCSc1ncccn1	8%	1%	-2%	-3%	7%	i	1%	?	-3.9%	-2.9%	?
CSCC[C@H](NC(=O)OC(C)(C)C)c1nnc(SCc2ccccc2)o1	?	1%	?	-2%	1%	i	-1%	?	-2.1%	0.1%	-9%
CC(=C1C(=O)c2ccccc2C1=O)N1CCc2ccccc2C1	?	0%	-4%	-5%	1%	?	-4%	-8%	-2.1%	-0.5%	-5%
CCN(CC)c1ccc(NC(=O)Nc2ccc(C(C)=O)cc2)cc1	?	0%	-25%	0%	3%	i	1%	-13%	-3.0%	0.7%	-25%
O=C(CN1C2=NCCN2c2ccccc21)c1ccco1	0%	2%	3%	-3%	·	i	2%	-5%	0.1%	0.7%	-11%
COCC(=O)Nc1nnc(COc2ccccc2)s1	4%	2%	2%	0%	2%	i	0%	2%	0.3%	-0.8%	-5%
